Compound activity: PubChem BioAssay, National Center for Advancing Translational Sciences (NCATS)
D3 ag = agonists of human D3 dopamine receptor. D3R DiscoveRx beta-arrestin cells, luminescence, 90 min. max activation, %. 410,000 tested, 0.58% active. AID 652048; in the data active = max activation above about 30%; also: 0% is about no effect; mostly tested at two doses, the higher about 12 µM
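Cells at 1500/well, incubated overnight, then treated with pinned compounds (dopamine as control) for 90 min at 37 degrees C. DiscoveRx reagent added for 30 - 60 minutes at room temperature; luminescence read.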
EPAC2 antag = antagonists of human EPAC2; 360,000 tested, 0.18% active; Q8WZA2; EPAC2 GEF exchange of Rap1B-BODIPY-GDP, fluorescence; Potency, µM (top dose mostly 114 µM), without a hit: at the top dose activity, negative = inhibition, actives largely listed as inhibitors; AID 720708; also: potency is read from the fitted curve at half-maximal effect; % is scaled to controls: 0 for no effect and ±100 for the full control effect; nearly all actives have a fitted effect of over 45% in size; many of its hits are not listed in these tables
Target sequence (Q8WZA2 whole entry, looked up): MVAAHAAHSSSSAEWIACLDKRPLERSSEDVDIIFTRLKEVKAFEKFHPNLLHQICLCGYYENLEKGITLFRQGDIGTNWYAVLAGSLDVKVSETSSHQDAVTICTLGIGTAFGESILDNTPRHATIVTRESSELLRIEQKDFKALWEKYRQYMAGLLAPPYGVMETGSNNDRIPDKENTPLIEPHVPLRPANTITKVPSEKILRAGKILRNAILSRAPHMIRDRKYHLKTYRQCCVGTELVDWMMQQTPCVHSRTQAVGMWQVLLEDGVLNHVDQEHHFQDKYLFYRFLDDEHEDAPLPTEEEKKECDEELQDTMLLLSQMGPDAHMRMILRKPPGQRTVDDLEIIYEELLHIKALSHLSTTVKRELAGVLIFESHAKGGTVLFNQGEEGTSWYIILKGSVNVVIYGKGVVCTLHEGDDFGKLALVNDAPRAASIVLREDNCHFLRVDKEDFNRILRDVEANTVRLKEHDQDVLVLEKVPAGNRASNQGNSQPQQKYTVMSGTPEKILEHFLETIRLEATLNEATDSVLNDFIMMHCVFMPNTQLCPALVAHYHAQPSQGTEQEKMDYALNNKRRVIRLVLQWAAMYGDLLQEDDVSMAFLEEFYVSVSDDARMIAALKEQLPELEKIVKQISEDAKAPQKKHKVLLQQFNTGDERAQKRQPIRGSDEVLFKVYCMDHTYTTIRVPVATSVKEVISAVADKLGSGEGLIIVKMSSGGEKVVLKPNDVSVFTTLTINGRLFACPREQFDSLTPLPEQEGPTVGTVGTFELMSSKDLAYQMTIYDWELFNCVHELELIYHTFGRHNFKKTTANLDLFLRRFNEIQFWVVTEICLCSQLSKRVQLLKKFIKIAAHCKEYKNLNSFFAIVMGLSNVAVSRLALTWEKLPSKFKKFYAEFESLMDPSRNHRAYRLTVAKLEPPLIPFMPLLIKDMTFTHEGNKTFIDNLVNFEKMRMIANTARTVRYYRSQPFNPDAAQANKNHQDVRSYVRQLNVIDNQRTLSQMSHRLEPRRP
TDP-43 yeast inh = rescues yeast growth from TDP-43 toxicity; 410,000 tested, 1.8% active; Potency, µM (highest dose often 46.1 µM), for inactives: at the highest dose growth rescue (activation), hits mostly activators; TDP-43 expressing yeast growth rescue, BacTiter-Glo, 24 h; also: potency is read from the fitted curve at half-maximal effect; % of control where 0% means no effect; nearly all actives have a fitted effect of over 50% in size
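Growth rescue of TDP-43-toxic yeast measured as ATP luminescence (BacTiter-Glo). Cells grown to mid-log in raffinose, induced in galactose at OD600=0.02, exposed to compound 24 hr at 30 deg C.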
Abeta rescue = A-beta toxicity reversal in yeast. 410,000 tested, 0.063% active. Potency, µM (top dose mostly 46.1 µM), inactives show at the highest dose growth rescue, usual class: activators. yeast expressing A-beta42, growth rescue, OD600, 48 h; response scale: 0% DMSO, 100% iron-clioquinol control; also: potency is read from the fitted curve at half-maximal effect; nearly all actives have a fitted effect of over 55% in size
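Yeast growth medium received pinned compounds, then yeast cells expressing toxic A-beta were added; plates incubated at 30 C for 48 hr. Growth read as absorbance at 600 nm, normalized to DMSO and equimolar FeCl3 plus clioquinol controls.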
D3 antag = antagonists of human D3 dopamine receptor; P35462; D3R cells, DiscoveRx beta-arrestin luminescence, antagonist mode; active compounds read low; max response, negative = inhibition, %; 360,000 tested, 2.5% active; in the data active = max response below about -50%; inconclusive = no clear call, values can overlap the other calls; also: % is scaled to controls: 0 for no effect and ±100 for the full control effect; mostly tested at two doses, the higher about 12 µM
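Cells expressing the human receptor were seeded at 1500 cells/well, incubated overnight at 37 degrees C in 5% CO2, then exposed to library compounds with dopamine controls for 90 minutes at 37 degrees C before luminescent detection.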
FUS yeast rescue = suppressors of FUS proteinopathy in yeast | S. cerevisiae FUS-expressing, growth rescue, OD600, 24 h | Potency, µM (doses to about 76.6 µM), for the others: top-dose growth rescue (activation), most hits filed as activators | 390,000 tested, 0.24% active;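 also: potency is read from the fitted curve at half-maximal effect; plate controls were DMSO vehicle for no effect and reference control for full effect; nearly all actives have a fitted effect of over 55% in size; some results filed as inactive show a strong effect at the top dose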
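Steps: raffinose overnight preculture; dilution to OD 0.005 in 2% galactose minimal medium; compound addition (concentration series); 24hr at 30C, 99% humidity; absorbance read at 600 nm.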
aSyn yeast inh = rescues yeast growth from alpha-synuclein toxicity; Yeast expressing alpha-synuclein, growth rescue, BacTiter-Glo, 24 h; Potency, µM (highest dose often 46.1 µM), without a hit: at the top dose growth rescue (activation), actives largely listed as activators; 370,000 tested, 0.14% active; AID 652106; also: potency is read from the fitted curve at half-maximal effect; % of control where 0% means no effect; nearly all actives have a fitted effect of over 65% in size
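Galactose-induced alpha-syn yeast (OD600=0.02, raffinose-pregrown) + pinned cpd, 24 hr, 30 deg C; growth by BacTiter-Glo luminescence. Growth restoration scores as activation.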
EPAC2 agonist = EPAC2 (human) agonism. EPAC2 activation, biochemical qHTS; response scale: 100% = 6.5 mM cAMP response. Potency, µM (doses to about 154 µM), for inactives: at the highest dose activation, usual class: activators. 360,000 tested, 0.079% active. AID 720711; also: potency is read from the fitted curve at half-maximal effect; nearly all actives have a fitted effect of over 50% in size
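Compounds were titrated in qHTS against a Rap1B-BODIPY-GDP (250 nM) complex with EPAC2 (100 nM) and GDP (50 uM). BODIPY-GDP release tracked at 480/540 nm over 30 min at room temperature, normalized to 6.5 mM cAMP.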
Starred values were filed as active, the others as inactive; ? = inconclusive; · = no result given; & = joins results of further samples; [ ] = another dose, or the depositor's remark. Unless noted, calls follow the shape of the dose curve; as a rule, active = well fitted curve in the direction sought with a large enough effect; inconclusive = small, poorly fitted or top-dose-only effect, or another doubt; inactive = no such curve, though single readings can be large; an effect the other way counts as inactive or inconclusive.

structure | D3 ag | D3 antag | EPAC2 agonist | Abeta rescue | FUS yeast rescue | EPAC2 antag | aSyn yeast inh | TDP-43 yeast inh
CCCCOc1cccc(C2(C(=O)O)CCCC2)c1 | -2 | 0 | 0% | 23%[9.22 µM] | -24% | 2% | 10% | 20µM*
O=C(Cn1cnc2cc([N+](=O)[O-])ccc2c1=O)Nc1cccc2ccccc12 | 3 | -6 | -4% | -1% | 27% | 1% | 0% | -29%
Cc1noc(C)c1COc1ccc(C(=O)OCc2nnc(-c3ccc(Cl)cc3)o2)cc1 | 0 | 14 | 6% | ? | 17% | -4% | 5% | ?
COc1ccc(/C=C/C(=O)NCc2c(C)nn(C)c2C)cc1COc1ccc(Br)cc1 | -31 | ? | 3% | 11% | 33% | 7% | 14% | -7%
FC(F)(F)c1ccc(N2CCN(c3ncnc4c3nnn4Cc3ccccc3)CC2)nc1 | 7 | 15 | -3% | 21% | 2% | 11% | 2% | -16%
C[C@]12CC[C@@H]3c4ccc(OC(=O)c5ccccc5)cc4CC[C@H]3[C@@H]1CC[C@@H]2O | 0&-17 | ? | -3% | -12% | -16% | 8% | 6% | 18%
CCOc1cc(C=O)cc(Br)c1OCC(N)=O | 4 | -5 | 9% | -8% | -14% | -4%[57.1 µM] | 6% | 2%
Cc1ccc(NC(=O)C2CCN(S(=O)(=O)c3cccs3)CC2)cc1 | -6&2 | -20 | 4% | 5%&-2% | 13%&18% | 2% | 1% | ?
COc1ccc(S(=O)(=O)N(C)CC(=O)Nc2ccccc2C(F)(F)F)cc1Cl | 1 | 29 | 1% | 1% | 6% | -13% | -13% | -17%
COc1cc(C)c(Cl)c(C)c1S(=O)(=O)NCc1cccnc1 | -4 | -15 | 14% | 5% | 8% | -7% | 0% | -8%
COCCN1CCN(C(=O)C2CCC(=O)N(Cc3ccccc3OC)C2)CC1 (stereo not given) | -3 | -24 | 1% | 4% | 7% | 5% | -7% | 0%
CCc1ccc(OCC(=O)Nc2ccc3c(c2)OCCO3)cc1 | 3 | 25 | 17% | -5% | 18% | -9% | 1% | 14%
Oc1ccccc1C1SC(c2ccccc2O)SC(c2ccccc2O)S1 (stereo not given) | -9 | -19 | 1% | ? | 30% | -7% | ? | ?
Cc1ccccc1CC(=O)N1CC(C)OC(C)C1 (stereo not given) | 2 | -7 | 10% | -1% | -33% | 7% | 4% | 17%
CC(C)(C)C(=O)O/N=C1/C(=O)N(c2ccccc2)c2ccccc21 | -3 | -25 | -2% | 28% | -19% | -11% | 7.1µM* | ?
CCc1nnc(NC(=O)c2cc3c(s2)CCCCC3)s1 | -7 | -14 | 13% | 12% | 26% | -5% | -3% | ?
O=C(CSc1nccc(=O)[nH]1)Nc1ccccc1Sc1ccccc1 | 4 | 12 | 1% | -2% | -6% | -14% | 2% | 21%[9.22 µM]
CCOC(=O)C1=C(C)NC(=O)NC1c1ccc(OC(=O)c2ccco2)c(OC)c1 (stereo not given) | 1 | -8 | 4% | 11% | 4% | 4% | 0% | -18%
Cc1ccnc(N2CCC(C(=O)NNC(=O)c3ccccc3)CC2)n1 | 0 | 0 | 2% | 9% | -6% | 7% | 0% | -29%
CN1C(=O)N(C)c2ccc(Br)c3cccc1c23 | 8 | 20 | -2% | -26% | -1% | ? | 11% | ?
CCOc1ccccc1N1CCN(C(=O)CNC(=O)c2sc3ccccc3c2Cl)CC1 | 20 | 36 | 2% | -11% | 31% | 1% | 1% | 27%
CCOC(=O)c1cnc(-c2ccccc2)nc1Oc1ccc(Cl)cc1 | 4 | 11 | 2% | 12% | -16% | 9% | 0% | 8%
CC(=O)c1ccc(N2CCN(C(=O)c3cc(-c4ccncc4)nc4ccc(Br)cc34)CC2)cc1 | 21 | 58 | 7% | -25% | 21% | 11% | -31%[inhibitor] | 0%
C/C(Cn1nnc2ccccc21)=N/OC(=O)c1c(F)cccc1F | 4 | 15 | 5% | 28% | 4% | -1% | 0% | -4%
Cc1oc(C(C)(C)C)cc1C(=O)N1CCN(c2ccc(C(F)(F)F)cn2)CC1 | -4 | 6 | 2% | -9% | 37% | -5% | 3% | -18%
COC(=O)CCC(=O)Nc1nccs1 | 0 | -2 | 9% | -15% | -8% | 10% | 3% | 3%
COc1ccc(C(=O)NCC(=O)N/N=C/C(C)=C/c2ccco2)cc1OC | -5 | -9 | 1% | 3% | 11% | -7% | -2% | -12%
CCOC(=O)CNC(=O)c1sc(NC(=O)/C=C/c2ccccc2)nc1C | -7 | 6 | -1% | -12% | -14% | -11% | -3% | -2%
Cn1c(O)c(/C=C2\C=Nc3ccccc32)sc1=Nc1ccc(C(=O)O)cc1 | -15 | -13 | 2% | -14% | -2% | -9% | 3% | 2%
CCN1CCN(CCc2nc3cc(NC(=O)COc4ccc(Cl)cc4)ccc3n2C)CC1 | -6 | -5 | 3% | 3% | 3% | -1% | 6% | 13%

2 compounds drawn at random from those above, as already listed:
structure | D3 ag | D3 antag | EPAC2 agonist | Abeta rescue | FUS yeast rescue | EPAC2 antag | aSyn yeast inh | TDP-43 yeast inh
CN1C(=O)N(C)c2ccc(Br)c3cccc1c23 | 8 | 20 | -2% | -26% | -1% | ? | 11% | ?
COC(=O)CCC(=O)Nc1nccs1 | 0 | -2 | 9% | -15% | -8% | 10% | 3% | 3%

Remaining list, next part
structure | D3 ag | D3 antag | EPAC2 agonist | Abeta rescue | FUS yeast rescue | EPAC2 antag | aSyn yeast inh | TDP-43 yeast inh
COc1ccc(S(=O)(=O)N2CCN(c3ccc(Cl)c(Cl)c3)CC2)c2ccccc12 | -8 | · | · | -12% | 21% | · | 0% | 7%
CC(=O)N1c2ccc(S(=O)(=O)NCCc3ccc(Cl)cc3)cc2CC1C (stereo not given) | -2 | 1 | 14% | · | 24% | -11% | 7% | 16%
CCOC(=O)C1CC(c2ccccc2)=NN1c1ccccc1 (stereo not given) | -9 | 0 | 6% | 13% | -1% | -15% | 12% | ?
Clc1ccc(Sc2cc(Cl)c(-c3ccccc3)nn2)cc1 | -4 | -6 | 14% | -21% | -5% | -6% | -19% | 7.9µM*
COc1ccc(CC(=O)NC(c2ccccc2)c2ccc(C)cc2)c(OC)c1 (stereo not given) | 17 | 6 | 0% | 9% | -3% | -10% | 10% | 7%
Nc1nc2n(n1)C(=O)CC(c1ccc(Cl)cc1)N2 (stereo not given) | -1 | 12 | -1% | 2% | -15% | -3% | 3% | 0%
CCOC(=O)CNC(=O)N1c2ccccc2Sc2ccccc21 | -5 | 12 | 3% | 16% | -18% | -18% | 5% | 30%
CC(C)N1C(=O)CCC1C(=O)NCc1ccccc1Cl (stereo not given) | 3 | -25 | 16% | 24% | 0% | -1% | 0% | ?
C=CCNC(=S)N/N=C/c1ccc(-c2cc(Cl)ccc2Cl)o1 | -5 | 41 | 2% | 19% | -15% | 0% | -4% | 22%
Cc1cccc(-n2ccnc2SCC(=O)Nc2nnc(C)s2)c1 | 1 | -9 | 3% | -2% | -13% | -7% | -1% | 19%
Cc1cc(C(=O)COC(=O)C23CC4CC(CC(O)(C4)C2)C3)c(C)n1-c1c(C)n(C)n(-c2ccccc2)c1=O | -10 | -3 | 8% | 1% | 16% | -1% | -1% | -4%
CCOc1ccccc1C(=O)N(Cc1cccs1)C1CCS(=O)(=O)C1 (stereo not given) | -10 | 20 | 6% | 1% | 1% | 24% | -5% | -20%
COc1ccc(Oc2cccc(Cl)c2CNC(=O)c2ccccc2C(=O)O)cc1 | 1 | 9 | 8% | 9% | -18% | 3% | 12% | 11%
CN(CC(=O)Nc1cccc(F)c1)C(=O)CCCNC(=O)c1ccc(Cl)cc1 | 1 | 0 | 5% | 4% | -1% | -5% | 0% | 3%
CCOCc1cnc(C)nc1NCC(=O)c1c(C)n(C)c2ccc(OC)cc12 | -25 | -18 | 10% | -14% | · | 10% | -7% | -6%
CN(C)/C=C/c1onc(-c2c(F)cccc2Cl)c1C#N | -9 | 14 | 12% | 23% | 15% | ? | -11% | -2%[0.397 µM]
CCOc1ccccc1C1C(C#N)=C(N)Oc2cc(N)ccc21 (stereo not given) | 18 | 5 | 5% | 9% | ? | -1% | 2% | 2%
COc1cc(NS(=O)(=O)c2ccc(NC(=S)NC(=O)c3sc4cc(F)ccc4c3Cl)cc2)nc(OC)n1 | 13 | -20 | 13% | -3% | · | -2% | 6% | 4%
CCOc1ccc(C(=O)Nc2ccccc2C(=O)O)cc1 | 1 | 13 | -3% | -24% | 5% | -1% | -20% | 6%[9.22 µM]
Cc1cc(-c2ccc(S(=O)(=O)Nc3ccccc3C)cc2)on1 | 3 | · | · | -8% | 0% | · | · | 23%
O=C(NNC(=O)c1cccs1)c1ccncc1 | -2 | 2 | 2% | -6% | 1% | -6% | 0% | 16%[9.22 µM]
CC(C)NC(=S)N/N=C/c1ccc2c(c1)OCCO2 | -6 | -27 | 11% | -8% | -4% | 20% | -4% | -2%
Cc1nn(CC(=O)N2CCN(c3ccccc3)CC2)c(C)c1[N+](=O)[O-] | -1 | -19 | 8% | -6% | 11% | 2% | 5% | -12%
Cc1cccc(N2CCN(CCCNC(=O)c3nnc(Cc4c(F)cccc4Cl)o3)CC2C)c1 (stereo not given) | -3 | · | · | -4% | -13% | · | · | 12%
Cc1ccc2nc(-c3ccsc3)c(Nc3ccccc3C)n2c1 | 5 | · | · | -24% | 7% | · | · | -2%
O=C(CNC(=S)N(Cc1ccc(F)cc1)C1CCCCC1)NC1CC1 | -17 | -7 | 11% | 9% | ? | -1% | 0% | -18%
CC(=O)N1CCN(S(=O)(=O)c2cccc(C(=O)Nc3ccccc3N3CCCCC3)c2)CC1 | -7 | -5 | -4% | -3% | 2% | 2% | -4% | -11%
NC(=O)c1ccc(-n2nnnc2SCc2ccc(F)cc2)cc1 | -2 | -12 | -7% | -10% | 14% | 7% | -9% | -6%
COc1cccc(S(=O)(=O)NCc2ccc(C(=O)Nc3ccc(Cl)c(Cl)c3)cc2)c1 | 2 | -18 | 9% | 4% | -20% | -12% | -4% | 9%
COC(=O)C1=C(C)N(Cc2ccccc2)C(=NCc2cc(OC)c(OC)c(OC)c2)N[C@H]1c1ccc(Br)cc1 | 16 | 25 | 15% | 6% | 14% | -12% | 2% | 18%

These rows are one share of the data (hit frequency here may not be typical).
